Source: PubChem (several laboratories)
LYP phosphatase – inhibitors of LYP phosphatase, biochemical, fluorescence intensity, uHTS (AID 1779); recombinant LYP phosphatase, fluorescence intensity; higher % means a stronger effect; inhibition, % at 11.5 µM, or IC50 in µM where a hit was titrated; actives 0.054% (n = 290,000); in the data active means inhibition above about 50%;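 further: plate controls were vehicle with enzyme for no effect and no enzyme for full effect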
Myeloid diff 2 – myeloid differentiation induction | ER-HoxA9 myeloid progenitors, lysozyme-GFP differentiation, flow cytometry | actives 1% (n = 360,000) | AID 624256 | calls only at 10 µM;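 active means normalized GFP-positive differentiation at or above the plate's own cutoff, the solvent-only control mean plus 3 SD; inconclusive means no clear call, values can overlap the other calls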;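 further: cells exposed to compound for four days before flow analysis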
MgcRacGAP inhibition – MgcRacGAP GTPase-activating activity inhibitors, confirmation, biochemical, ADP Hunter fluorescence. AID 624330. actives 0.6% (n = 340,000). MgcRacGAP-stimulated Rac1 GTP hydrolysis, ADP Hunter fluorescence; higher % means a stronger effect; GST-tagged Rac1 F28L mutant substrate. one-dose inhibition, % at 30 µM; IC50 in µM for titrated hits;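 active means first-screen hits whose inhibition reached a set limit at any dose in the follow-up dose series; inconclusive means inhibition above the set first-screen limit but never retested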;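 further: fluorescence reports GDP produced by GAP-driven GTP hydrolysis; strong numbers were not always called active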
GPR55 antagonists – GPR55 antagonists blocking LPI-driven arrestin recruitment, primary screen, imaging, U2OS, beta-arrestin-GFP, LPI agonist (AID 2013) | U2OS GPR55 beta-arrestin-GFP translocation imaging, LPI antagonism; higher % means a stronger effect | inhibition, % at 10 µM, or IC50 in µM where a hit was titrated | actives 0.13% (n = 290,000);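 active means spots per cell inhibited over 60%, with over 100 cells counted and total cytoplasm intensity under 500,000; inconclusive means wells with under 100 cells, flagged as likely toxic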;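 further: U2OS cells stably carrying GPR55 and arrestin-GFP stimulated by 5 µM LPI near EC80; imaged beta-arrestin-GFP aggregate spots per cell after agonist stimulation; plate controls were LPI-stimulated DMSO wells for no effect and DMSO wells without LPI for full effect; some results filed as inactive read as strong as hits; confirmed hits need IC50 under 10 µM and bright autofluorescent wells are also inconclusive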
HIV peptide binding – cell-free HIV fusion peptide-binding blockers – biochemical, uHTS, fluorescence dequenching, primary screen (AID 1986). actives 0.3% (n = 290,000). cell-free peptide binding, fluorescence dequenching, 30 min; higher % means a stronger effect. inhibition, % at 20 µM, or IC50 in µM where a hit was titrated; in the data active means inhibition mostly above about 52%, no sharp cut-off; inactive means mostly below about 76%; further: some results filed as inactive read as strong as hits
Salmonella PhoP GFP – PhoP-dependent GFP reporter repression – Salmonella Typhimurium, primary screen (AID 1863) | S. Typhimurium PhoP-regulated promoter GFP reporter, 4 h; higher % means a stronger effect | one-dose inhibition, % at 50 µM; IC50 in µM for titrated hits | actives 0.16% (n = 300,000);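 active means inhibition over 29.93%, a cutoff 3 SD above the screen mean, later confirmed by dose response; inconclusive means inhibition over 29.93% but no dose response follow-up; inactive means inhibition at most 29.93% or unconfirmed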;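 further: 0% = low Mg2+ inducing control and 100% = high Mg2+ repressing control; strong numbers were not always called active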
GPR35 arrestin U2OS – inhibition of zaprinast-stimulated GPR35 beta-arrestin translocation – imaging, U2OS, beta-arrestin-GFP, zaprinast agonist, primary screen (AID 2058); one-dose inhibition, % at 10 µM; IC50 in µM for titrated hits; U2OS GPR35 beta-arrestin-GFP translocation imaging, zaprinast antagonism; higher % means a stronger effect; actives 0.052% (n = 290,000);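 active means inhibition of at least 50% with at least 30 cells and total cytoplasm GFP at most 10,000,000; inconclusive means under 30 cells or total GFP of 10,000,000 plus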
SIAH1 antagonists – Siah-1 peptide-binding antagonists, primary screen, biochemical, fluorescence polarization, rhodamine-plectin, uHTS (AID 1817). Siah-1 / rhodamine-plectin peptide fluorescence polarization; higher % means a stronger effect. actives 0.02% (n = 290,000). displacement, % at 20 µM, or IC50 in µM where a hit was titrated;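 active means displacement of at least 50% at 20 µM, with a fluorescence ratio check between 0.3 and a set limit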;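 further: plate controls were Siah plus tracer with DMSO for no effect and tracer alone without Siah for full effect; strong numbers were not always called active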
NTR1 ag – NTR1-driven beta-arrestin-GFP spot formation – imaging, U2OS cells, high content, primary screen (AID 493036); P30989; agonist mode; activation, % at 20 µM; actives 0.17% (n = 330,000);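 active means activation at or above 40% of the spot to cytoplasm intensity ratio, with at least 20 cells analyzed; inconclusive means wells under 20 cells, flagged as cytotoxic or low count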;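 further: 0% = DMSO without peptide and 100% = 100 nM NTR1 peptide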
Target sequence (P30989 whole entry, looked up): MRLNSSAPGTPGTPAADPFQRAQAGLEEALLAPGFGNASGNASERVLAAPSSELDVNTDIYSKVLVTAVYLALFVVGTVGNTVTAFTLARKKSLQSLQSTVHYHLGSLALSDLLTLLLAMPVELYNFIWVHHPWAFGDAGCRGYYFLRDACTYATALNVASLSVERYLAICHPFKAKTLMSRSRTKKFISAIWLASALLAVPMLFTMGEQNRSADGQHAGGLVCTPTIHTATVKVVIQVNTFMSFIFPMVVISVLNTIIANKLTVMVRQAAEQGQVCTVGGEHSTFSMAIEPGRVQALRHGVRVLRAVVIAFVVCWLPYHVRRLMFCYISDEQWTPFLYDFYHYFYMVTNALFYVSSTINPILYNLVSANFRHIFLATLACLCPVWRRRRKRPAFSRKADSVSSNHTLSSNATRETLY
NTR1 ag cell count 20 µM – second read-out of NTR1 ag, no call of its own (marks repeat the call); cell count; measured here: cell count, cytotoxicity flag
Myeloid diff 2 GFP+ MAC1+ % – second read-out of Myeloid diff 2, no call of its own (marks repeat the call); GFP+ MAC1+ double positive, %; measured here: differentiation confirmed by MAC1 staining
An asterisk follows results filed as active; i = inactive; ? = inconclusive; / = no result given.

SMILES	LYP phosphatase	Myeloid diff 2	Myeloid diff 2 GFP+ MAC1+ %	MgcRacGAP inhibition	GPR55 antagonists	HIV peptide binding	Salmonella PhoP GFP	GPR35 arrestin U2OS	SIAH1 antagonists	NTR1 ag	NTR1 ag cell count 20 µM
CCC1CCCCN1Cc1ccc(OC)c(C)c1C (centres undefined)	-10%	i	2.2	13%	9%	17%	4%	3%	1%	-1.1	50
Cc1c(Br)ccc(NC(=O)COc2ccccc2C(N)=O)c1C	-6%	i	0.5	4%	9%	0.5%	4%	1%	8%	-0.5	56
N#Cc1ncc(C(F)(F)F)cc1Sc1ccccc1N	1%	i	0.1	8%	-2%	-0.3%	1%	-6%	1%	-0.4	39
COc1cccc(OCCCCN2CCCCC2)c1	-3%	i	0.5	22%	6%	-0.6%	-7%	-5%	4%	-1.2	80
COc1ccc(NC(=O)c2ccco2)cc1NC(=O)c1cccc(F)c1	-13%	i	1.6	4%	2%	1.1%	/	3%	0%	-1.4	53
CC(NC(=O)CNC(=O)c1cccc(Cl)c1)c1ccccc1 (centres undefined)	-10%	i	0.9	0%	6%	-2.1%	0%	-3%	-4%	-1.6	54
COC(=O)c1cccc(S(=O)(=O)N2CCC(NC(=O)Nc3cccc(F)c3)CC2)c1	-10%	i	2.4	7%	-10%	-1.4%	-2%	2%	-3%	-1.4	87
COc1cc(NC(=O)c2sc(C)nc2C)c(OC)cc1NC(=O)c1ccccc1	-2%	i	0.5	4%	-4%	-2.8%	0%	16%	0%	0.7	53
CCc1ccccc1NC(=S)NCC1CCN(c2ccc(OC)cc2)C1 (centres undefined)	-2%	i	0.7	43µM*	3%	-2.1%	-2%	2%	4%	2.7	62
CN(CC(=O)Nc1ccccc1Br)C(=O)c1ccncc1	-10%	i	1.2	3%	-7%	-0.7%	5%	7%	-7%	2.0	59
COc1cc(CCC(=O)OCC(=O)Nc2ccc3c(c2)OCO3)cc(OC)c1OC	-9%	i	0.0	11%	10%	0.0%	10%	-3%	0%	-0.7	45
O=C(CCc1nc2ccccc2c(=O)[nH]1)Nc1ccccc1N1CCCC1	/	i	1.0	4%	/	/	-5%	/	/	1.5	42
CCCc1cc(=O)[nH]c(SCC(=O)N(CC)C2CCS(=O)(=O)C2)n1 (centres undefined)	-11%	i	0.9	9%	-13%	-1.3%	5%	-9%	5%	-1.5	40
O=C1CSC(c2cn(-c3ccccc3)nc2-c2cc3ccccc3oc2=O)N1Cc1ccco1 (centres undefined)	2%	i	0.5	2%	1%	12%	4%	8%	1%	3.5	83
Cc1cccc(C(=O)Nc2cccc(C(=O)NC3CCCC3)c2)c1	-7%	i	2.0	9%	13%	-1.5%	1%	-2%	4%	3.2	64
COc1cc(NC(=O)C2CC(=O)NC3=C2C(=O)CCC3)c(OC)cc1Cl (centres undefined)	0%	i	1.3	4%	-9%	-1.9%	-11%	-5%	1%	0.8	78
O=[n+]1c2c(n([O-])c3cc(Br)ccc31)CCCC2	-4%	i	0.3	4%	19%	1.4%	6%	-6%	5%	1.8	63
O=C(CSc1ccc(-c2ccccn2)nn1)Nc1nccs1	-4%	i	0.7	9%	6%	4.6%	-2%	-5%	1%	0.9	58
COc1ccc(NCc2ccsc2)cc1	-7%	i	0.5	30µM*	4%	-3.7%	4%	2%	-5%	0.0	63
C=CCNc1nc2c(c(=O)n(C)c(=O)n2C)n1CC	-6%	i	1.6	17%	-16%	-1.5%	1%	-1%	-4%	-0.2	88
O=C(/C=C/c1ccco1)Nc1ccccc1N1CCOCC1	-1%	i	0.7	7%	11%	7.4%	1%	13%	6%	0.0	43
COCC(=O)Nc1ccccc1NC(C)=O	-7%	i	1.0	1%	-3%	-2.1%	6%	-14%	4%	-0.5	83
Cc1ccc(C)c(OCCCCn2cnc3ccccc3c2=O)c1	-5%	i	6.0	-1%	15%	-0.5%	11%	8%	-1%	1.8	77
COc1ccc(OCC(=O)N2CCN(c3nnc(-c4ccc(C)cc4)c4ccccc34)CC2)cc1	4%	i	0.5	11%	0%	1.2%	-9%	-8%	5%	4.7	46
COc1ccc(OCC(O)CN(C)C(=O)C(C)Oc2ccccc2)cc1 (centres undefined)	-7%	i	0.5	8%	10%	0.1%	-7%	-14%	-1%	0.7	64
SMILES	LYP phosphatase	Myeloid diff 2	Myeloid diff 2 GFP+ MAC1+ %	MgcRacGAP inhibition	GPR55 antagonists	HIV peptide binding	Salmonella PhoP GFP	GPR35 arrestin U2OS	SIAH1 antagonists	NTR1 ag	NTR1 ag cell count 20 µM
Cc1c(/C(O)=C2\C(=O)C(=O)N(CCN(C)C)C2c2ccccc2)cnn1-c1ccccc1 (centres undefined)	-8%	i	0.3	10%	4%	1.0%	1%	6%	4%	-0.8	61
CN(Cc1ccccc1)Cc1nc2c(c(=O)n(C)c(=O)n2C)n1Cc1ccccc1Cl	-6%	i	1.4	3%	-17%	0.9%	-1%	-5%	0%	7.7	77
O=c1cc(CO)oc(C(Nc2ccccn2)c2ccc(F)cc2)c1O (centres undefined)	0%	i	0.3	3%	15%	4.6%	12%	4%	-1%	-0.7	90
O=C1C(Cc2ccccc2)C(c2ccccc2)N1c1ccccc1 (centres undefined)	-1%	i	0.5	4%	19%	-2.8%	-3%	1%	1%	2.5	35
O=C(Oc1ccccc1C(=O)Nc1ccccc1)c1ccc(Br)c([N+](=O)[O-])c1	-4%	i	0.4	14%	19%	-0.8%	8%	0%	4%	2.3	77
CCc1ccc(Nc2nnc(SCC(=O)NCCN3C(=O)CSC3=O)s2)cc1	-4%	i	0.6	5%	14%	-0.4%	-12%	-4%	11%	0.0	94
O=C(CNC(=O)OCc1ccccc1)NCC(=O)N1CCCC1C(=O)OCc1ccccc1 (centres undefined)	-5%	i	0.8	11%	-4%	-2.8%	13%	-2%	-1%	-0.2	39
Cc1ccccc1-c1nn(-c2ccc(F)cc2F)cc1CNCCN(C)C	-8%	i	0.6	10%	0%	1.9%	2%	5%	-1%	1.6	61
Cc1cc(C)c(S(=O)(=O)N(C)CC(=O)NCCCn2ccnc2)c(C)c1	-4%	i	0.7	8%	5%	-0.1%	2%	-5%	-2%	-0.9	37
CNc1nc(Oc2ccc(C(=O)OC)cc2)nc(SC)n1	-7%	i	4.7	7%	-4%	-0.9%	3%	-3%	22%	2.4	67
CCc1ccc(N(C(=O)c2csnn2)C(C(=O)NC2CCCCC2)c2ccncc2)cc1 (centres undefined)	-5%	i	0.4	7%	2%	0.0%	-1%	-2%	-3%	-1.1	53
Cc1oc(CN2CCOCC2)cc1C(=O)O	-6%	i	0.9	-1%	-8%	-1.5%	-6%	-5%	-6%	-0.5	30
Cc1ccc(COc2coc(CN3CCN(C(=O)c4ccco4)CC3)cc2=O)cc1	/	i	0.9	3%	/	/	-9%	/	/	0.3	50
COCCn1c(SCC(=O)NCCc2ccccc2)nc2c([nH]c3ccccc32)c1=O	-8%	i	1.4	10%	14%	-1.2%	-7%	-3%	-1%	-1.0	64
CC(C)CN(Cc1cc(=O)oc2cc3c(cc12)CCCC3)CC(C)C	-5%	i	0.4	1%	-3%	-0.7%	-3%	9%	-2%	2.3	53
O=C(O)Cc1sc(-c2ccccc2)nc1-c1cccs1	-2%	i	0.7	-7%	5%	2.7%	6%	-10%	0%	6.0	53
CCOC(CCNC(=O)c1cn(CCOC)c(=O)c2c1c1ccccc1n2C)OCC	-7%	i	0.9	6%	9%	2.5%	-4%	4%	1%	0.0	87
CC(C)c1nnc(NC(=O)CCC(=O)N2CCN(c3ccc(Cl)cc3)CC2)s1	-9%	?	/	-28%	4%	-0.5%	-10%	2%	-2%	0.8	49
Cc1cc(C)n2nc(C)c(-c3ccc(Cl)cc3)c2n1	-4%	i	0.1	12%	2%	-1.0%	-8%	-6%	0%	4.5	56
O=C(c1ccc(F)cc1)N1CCCN(c2nc(-c3ccccc3)ns2)CC1	2%	i	0.5	/	-1%	-0.9%	-5%	-9%	3%	-1.0	63
Cc1ccnc(NC(=O)c2cccc(S(=O)(=O)N3CCCC3)c2)c1	-8%	i	3.5	3%	-1%	-0.1%	3%	0%	-3%	0.1	54
CN1/C(=C\C(=O)COC(=O)c2ccccc2O)C(C)(C)c2ccccc21	0%	i	0.6	9%	17%	-0.3%	-5%	11%	5%	2.8	59
Cc1ccc(N(CC(=O)NC2CCCCC2)C(=O)CNC(=O)c2ccco2)cc1F	-6%	i	0.3	-2%	4%	0.7%	-3%	-4%	-1%	-0.3	57
COC(=O)c1cn(-c2nc(C)c3c(n2)CCC3)nn1	0%	i	0.3	0%	-3%	-0.1%	-10%	12%	1%	2.8	64
COc1cccc(C(=O)COc2ccccc2-c2ccccc2)c1	-8%	i	0.2	5%	17%	0.2%	27%	1%	0%	5.7	61
SMILES	LYP phosphatase	Myeloid diff 2	Myeloid diff 2 GFP+ MAC1+ %	MgcRacGAP inhibition	GPR55 antagonists	HIV peptide binding	Salmonella PhoP GFP	GPR35 arrestin U2OS	SIAH1 antagonists	NTR1 ag	NTR1 ag cell count 20 µM
COC(=O)c1c(N(S(C)(=O)=O)S(C)(=O)=O)sc2c1CCN(c1ncc(C(F)(F)F)cc1Cl)C2	4%	i	1.4	5%	3%	0.5%	2%	7%	2%	0.0	52
O=C(/C=C/NNC(=O)c1ccc(Br)cc1)c1ccccc1	-8%	/	/	12%	0%	2.6%	-11%	1%	2%	2.9	43
O=C(COc1ccc(Cl)cc1Cl)NC(=S)Nc1ccccc1C(=O)O	-3%	/	/	/	3%	37%	/	-9%	2%	-0.7	79
O=C(Nc1ncccn1)c1cccc(F)c1	-9%	i	0.4	-2%	13%	-2.0%	1%	-10%	-2%	-1.5	62
CCOc1ccc2[nH]c(SCC(=O)OC)c([N+](=O)[O-])c2c1	2%	i	0.7	11%	14%	2.8%	3%	1%	33%	16	59
CN(C)N=C1c2cc(S(=O)(=O)N(C)C)ccc2-c2ccc(S(=O)(=O)N(C)C)cc21	-1%	i	5.6	7%	6%	-1.5%	-4%	8%	2%	-0.2	62
COc1ccc(-c2csc(NC(=O)CN3C(=O)CCC3=O)n2)cc1OC	-10%	i	0.3	13%	2%	1.3%	-5%	1%	-2%	-0.6	54
CC(=O)c1ccc(OC(C)C)c(Cc2c(O)nc(N)[nH]c2=O)c1	-1%	i	0.2	1%	4%	1.4%	-9%	1%	-7%	-1.2	69
